Bioassay records: PubChem, National Center for Advancing Translational Sciences (NCATS)
TSHR antag: human thyrotropin receptor antagonism; P16473; TSHR-expressing cells, TSH-stimulated cAMP HTRF, 2 h; active compounds read low; activity change, negative = inhibition, % at 11.5 µM; actives 0.2% (n = 330,000);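 active = activity change below a set negative limit, meaning inhibition stronger than a set level, cut at about -70% in these data; inconclusive = activity change between two set negative limits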; note: % is set by controls: 0 for no effect and ±100 for the full control effect
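TSHR-expressing cells, 200/well, pre-treated with compound, then stimulated with EC80 TSH (4nM final) for 2 hours at 37 deg C. cAMP measured by competitive HTRF: anti-cAMP cryptate antibody in lysis buffer plus cAMP-d2, read after 30 minutes at room temperature.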
hERG WT inh: KCNH2 (human, wildtype) channel inhibition | Q12809 | U2OS, BacMam KCNH2, thallium flux FluxOr; active compounds read low | activity change, % at 1.84 µM | actives 0.37% (n = 340,000) | AID 720551;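 active = maximum activity change below -70%; inconclusive = maximum activity change between -70% and -50%; inactive = maximum activity change above -50%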; note: % is set by controls: 0 for no effect and ±100 for the full control effect
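U2OS cells transduced with wild-type KCNH2 virus are loaded with FluxOr dye for 45 min, and thallium flux is measured in kinetic reads before and after stimulation buffer. Rate constants are normalized to DMSO controls.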
Mito fusion yeast: blocks mitochondrial division or promotes mitochondrial fusion; AID 485298; Potency, µM (doses to about 46.1 µM), without a hit: top-dose growth rescue (activation), usual class: activators; S. cerevisiae fusion-defective mutant growth rescue, CellTiterGlo 48 h; actives 0.23% (n = 320,000);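 note: potency is the fitted concentration of half-maximal effect; % of control where 0% means no effect; nearly all actives have a fitted effect of over 45% in size; temperature-sensitive fusion mutants such as fzo1-1 at 37 °C on non-fermentable ethanol glycerol medium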
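S. cerevisiae fusion-defective temperature-sensitive mutants (e.g. fzo1-1, mgm1-5) grown 48 h at 37C in YPEG (ethanol/glycerol non-fermentable) medium with 23 nl compound per well; growth rescue read as CellTiterGlo luminescence.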
Eya2 inh: blocks the phosphatase activity of human Eya2; O00167; recombinant Eya2, OMFP fluorescence dephosphorylation (OMFP is methylfluorescein phosphate); Potency, µM (series often up to 76.9 µM), for inactives: at the top dose activity, negative = inhibition, most hits filed as inhibitors; actives 0.006% (n = 330,000); note: potency is the fitted concentration of half-maximal effect; % is set by controls: 0 for no effect and ±100 for the full control effect
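Eya2 (0.2 uM) preincubated 10 min at ambient with compound, then OMFP substrate added at 50 uM; 10 min reaction in 50 mM HEPES pH 7.5, 50 mM NaCl, 5 uM MgCl2, 0.05% BSA, 1 mM DTT. Fluorescence read at Ex 485/Em 525 nm.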
MBNL1-CUG inh: blocks human MBNL1 binding to CUG repeat RNA; actives 0.036% (n = 280,000); TR-FRET MBNL1-His/biotin-(CUG)12 binding, 665/545 ratio; Potency, µM (series often up to 57.5 µM), without a hit: top-dose activity change, negative = inhibition, hits mostly inhibitors; active = well fitted inhibition curve with a large enough effect in the signal ratio, with a control signal flat, not every such curve was filed as active; inconclusive = small, poorly fitted or top-dose-only effect, or effect the other way, or a change in a side signal; inactive = no such curve, though single readings can be large or run the other way; the % refers to the signal ratio; note: potency is the fitted concentration of half-maximal effect; % is set by controls: 0 for no effect and ±100 for the full control effect
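Ratiometric TR-FRET (665 over 545 nm, excitation 340 nm) tracks disruption of MBNL1-His/biotin-(CUG)12 complex after 60 min at room temperature, with compounds at 92 nM to 58 uM final.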
Menin-MLL TR inh: displaces Texas Red mutant MLL peptide from human menin | Potency, µM (highest dose often 61.6 µM), for the others: top-dose FP activity change, negative = inhibition, usual class: inhibitors | AID 1768 | Menin + Texas Red MLL mutant peptide, fluorescence polarization | actives 0.23% (n = 270,000) | O00255; active = well fitted inhibition curve with a large enough effect in the polarisation, with a control signal flat, not every such curve was filed as active; inconclusive = small, poorly fitted or top-dose-only effect, or effect the other way, or a change in a side signal; inactive = no such curve, though single readings can be large or run the other way; the % refers to the polarisation; note: potency is the fitted concentration of half-maximal effect; % of control where 0% means no effect; many of its hits are not listed in these tables
BCR signal inh: blocks chronic active B-cell receptor signaling; AID 493014; ABC-DLBCL IkBa-CBG/CBR reporter, luminescence ratio, 4 h; Potency, µM (doses to about 46.1 µM), for inactives: at the highest dose ratio change, negative = lower green/red ratio, most hits filed as inhibitors; actives 0.05% (n = 340,000); active = well fitted inhibition curve with a large enough effect in the signal ratio, with a control signal flat, not every such curve was filed as active; inconclusive = small, poorly fitted or top-dose-only effect, or effect the other way, or a change in a side signal; the % refers to the signal ratio;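 note: potency is the fitted concentration of half-maximal effect; plate controls were basal doxycycline-induced cells for no effect and cells given 10 µM MG132 for full effect; MG132 reads +100%, hits lower the ratio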
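Doxycycline induced both beetle luciferases in TMD8 lymphoma cells; IKK-driven degradation limits the IkappaBalpha-fused green signal, while red luminescence normalises for cell number and nonspecific effects. Compounds tested up to 46 uM, 4 hrs.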
S-ASM inh: blocks human secretory acid sphingomyelinase | placental ASM, HMU-PC fluorogenic substrate, 60 min | actives 0.006% (n = 340,000) | Potency, µM (highest dose often 57.5 µM), for the others: at the top dose activity change, negative = inhibition, usual class: inhibitors; note: potency is the fitted concentration of half-maximal effect
Target sequence (P17405 47-631 limits assumed): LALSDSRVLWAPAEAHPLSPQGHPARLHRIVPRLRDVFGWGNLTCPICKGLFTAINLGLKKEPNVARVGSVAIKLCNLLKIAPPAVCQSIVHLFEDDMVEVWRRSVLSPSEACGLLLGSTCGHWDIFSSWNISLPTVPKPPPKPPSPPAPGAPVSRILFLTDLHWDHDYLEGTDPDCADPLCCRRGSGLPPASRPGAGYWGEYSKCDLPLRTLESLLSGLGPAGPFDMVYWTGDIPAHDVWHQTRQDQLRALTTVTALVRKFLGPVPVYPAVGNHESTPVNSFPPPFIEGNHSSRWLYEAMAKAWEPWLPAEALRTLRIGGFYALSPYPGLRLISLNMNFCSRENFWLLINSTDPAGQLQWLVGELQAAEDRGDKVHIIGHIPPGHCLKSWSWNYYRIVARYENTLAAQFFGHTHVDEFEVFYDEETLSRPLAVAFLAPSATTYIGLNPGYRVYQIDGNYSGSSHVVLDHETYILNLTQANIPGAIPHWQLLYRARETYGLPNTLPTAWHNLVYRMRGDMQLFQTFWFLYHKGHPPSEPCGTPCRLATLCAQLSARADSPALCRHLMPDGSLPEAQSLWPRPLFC
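Human placenta-derived ASM enzyme was preincubated with compound for 10 minutes at room temperature, then given fluorogenic substrate HMU-PC0 (9 uM final) for 60 minutes at 37 °C; a pH 10 stop preceded fluorescence reading at Ex 386/Em 447 nm.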
USP2a inh: inhibitors of human ubiquitin-specific protease USP2a. Potency, µM (series often up to 38.3 µM), for the others: at the highest dose activity change, negative = inhibition, actives largely listed as inhibitors. USP2 core, Ub-CHOP2 coupled fluorogenic reporter, 485/531. actives 0.01% (n = 330,000). O75604;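 note: potency is the fitted concentration of half-maximal effect; plate controls were DMSO wells for no effect and full inhibition by NEM control for full effect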
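Deubiquitinase activity read as fluorescence (485/531 nm) after Ub-CHOP2 cleavage activates the enterokinase reporter on its substrate; USP2 core 10nM, Ub-CHOP2 and substrate 25nM each, 30min compound preincubation then 60min RT; data normalized to NEM, curves fitted.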
PKM2 act: increases activity of human pyruvate kinase M2; P14618; purified PKM2, Kinase-Glo ATP luminescence, activation; response scale: 0% is enzyme alone, no compound; Potency, µM (series often up to 57.5 µM), for inactives: at the top dose activation, actives largely listed as activators; actives 0.34% (n = 260,000); AID 1631; note: potency is the fitted concentration of half-maximal effect; % is set by controls: 0 for no effect and ±100 for the full control effect; nearly all actives have a fitted effect of over 55% in size
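hPK-M2, >95% pure; 0.1 mM ADP / 0.5 mM PEP final; imidazole pH7.2 buffer w/ 7 mM MgCl2, 50 mM KCl; 1 h RT; Kinase-Glo lum. Intermediate enzyme activity for dual inhibitor/activator qHTS.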
GALK inh: galactokinase (human) inhibition | actives 0.007% (n = 270,000) | Potency, µM (series often up to 57.5 µM), for the others: at the highest dose activity change, negative = inhibition, actives largely listed as inhibitors | P51570 | Purified GALK, Kinase-Glo residual ATP luminescence; note: potency is the fitted concentration of half-maximal effect; % is set by controls: 0 for no effect and ±100 for the full control effect
Target sequence (P51570 whole entry, looked up): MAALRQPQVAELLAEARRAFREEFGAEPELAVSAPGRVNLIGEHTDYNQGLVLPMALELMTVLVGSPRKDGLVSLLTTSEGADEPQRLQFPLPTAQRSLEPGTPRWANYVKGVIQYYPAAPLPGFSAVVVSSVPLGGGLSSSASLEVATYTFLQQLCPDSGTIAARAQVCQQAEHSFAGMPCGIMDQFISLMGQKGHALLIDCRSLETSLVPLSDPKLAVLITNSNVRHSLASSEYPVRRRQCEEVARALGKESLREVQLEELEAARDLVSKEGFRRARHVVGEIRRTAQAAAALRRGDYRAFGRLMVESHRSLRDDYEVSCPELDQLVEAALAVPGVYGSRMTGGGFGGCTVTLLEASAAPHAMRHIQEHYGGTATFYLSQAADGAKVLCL
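Human GALK (5 nM) with 35 uM ATP and 100 uM galactose in 20 mM HEPES pH 8.0, 5 mM MgCl2, 60 mM NaCl, 1 mM DTT, 0.01% BSA. After 1 h at room temperature, leftover ATP was read by Kinase-Glo Plus luminescence.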
The depositor's hits bear a star; ? = inconclusive; · = no result given; [ ] = another dose, or the depositor's remark. Unless noted, calls come from the whole dose curve; as a rule, active = well fitted curve in the direction sought with a large enough effect; inconclusive = small, poorly fitted or top-dose-only effect, or another doubt; inactive = no such curve, though single readings can be large; an effect the other way counts as inactive or inconclusive.

Fields – Eya2 inh, TSHR antag, Menin-MLL TR inh, USP2a inh, MBNL1-CUG inh, PKM2 act, Mito fusion yeast, BCR signal inh, S-ASM inh, GALK inh, hERG WT inh
1) O=C(CN1CCN(S(=O)(=O)c2ccc(Br)cc2)CC1)N/N=C/c1ccc(Br)s1
 : 1%, 7, 5%, -11%, 10%, 2%, -1%, 8%, -3%, -1%, -27
2) COc1ccccc1NC(=O)c1ccc(NC(=O)c2nc3nccc(C)n3n2)cc1
 : -18%, -6, ·, 0%, ·, ·, 0%, -1%, -6%, ·, -10
3) COc1ccc(C2C(Oc3ccccc3C)C(=O)N2Cc2ccc(F)cc2)cc1OC (stereo not drawn)
 : 1%, -8, 4%, 3%, -2%, 5%, 5%, 5%, 1%, 0%, 1
4) Cc1c(C(=O)OCC(=O)NCc2ccc3c(c2)OCO3)cccc1[N+](=O)[O-]
 : 0%, 18, -1%, 1%, -15%, -15%, 7%, ?, -3%, -3%, 1
5) CC(C)CCNC(=O)CC1Nc2c3ccccc3nc(=S)n2C1=O (stereo not drawn)
 : 5%, 1, -6%, 7%, 13%, 3%, -3%, 5%, 29%, 1%, -2
6) Cc1cccc(C)c1OCCCCCNCCO
 : -3%, 19, -9%, 6%, ?, -2%, 0%, ?, 4%, 0%, 11
7) COc1ccccc1C(CNC(=O)c1ccc(-c2ccccc2Cl)o1)N1CCCC1 (stereo not drawn)
 : -19%, 0, ·, -5%, ·, ·, 12%, ?, -2%, ·, 17
8) O=C(NC(=S)Nc1ccccc1F)c1ccc(Br)o1
 : 1%, 2, -26%, 0%, 1%, -11%, -10%, ?, 0%, -2%, -19
9) Fc1ccc(NC(=S)N2CCCCC2)cc1
 : -4%, 36, -23%, -3%, ·, -12%, 1%, -1%, 2%, 2%, 26
10) Cc1ccc(NC(=O)COC(=O)Cc2ccsc2)c(C)c1
 : 10%, 8, -1%, 2%, 4%, 2%, -4%, 4%, -6%, -2%, ·
11) O=C(CSc1ccc(Br)cc1)N1CCN(C(=O)c2ccco2)CC1
 : -6%, -4, 3%, 1%, -4%, 2%, 0%, -10%, 1%, 8%, 6
12) Cc1ccc(C(=O)N/C(=C\c2cccs2)C(=O)N2CCCCCC2)cc1
 : 0%, 20, -14%, -2%, 15%, 1%, 7%, ?, 2%, 2%, 1
13) O=C(NCc1ccc2c(c1)OCO2)C1CCCN(S(=O)(=O)c2cccnc2)C1 (stereo not drawn)
 : -1%, -3, -4%, 2%, -10%, -6%, -4%, 4%, -4%, -2%, 9
14) O=S1(=O)[C@H]2C[C@@H]3C=C[C@@]2(CN1Cc1ccc(Cl)cc1)O3
 : -1%, -43, -14%, 3%, 12%, 0%, 0%, ?, 9%, ·, ·
15) C/C(N)=C(/C#N)C(=O)CSc1ccc2c(c1)OCCO2
 : 5%, 2, -15%, 1%, 12%, 14µM*, -1%, -4%, 7%, 1%, 7
16) O=C(Nc1nnc(-c2ccccc2SCc2ccccc2F)s1)Nc1ccccc1F
 : 9%, -31, ?, -1%, 6%, -9%, 1%, ?, 3%, -2%, -20
17) COc1c(C(=O)N2CCCC2)ccc2ccccc12
 : -13%, -3, -1%, 2%, ?, 0%, -1%, -10%, 1%, 2%, 1
18) O=C(Nc1cccc(O)c1)c1ccc([N+](=O)[O-])cc1Cl
 : -12%, -10, 14%, -6%, ?, 2%, -4%, 1%, 2%, 0%, -5
19) Cc1ccc(N2CCN(/N=C/c3cccs3)CC2)cc1
 : 13%, -2, 34%[activator], 8%, 8%, -5%, -2%, ?, -4%, 0%, -6
20) CN(Cc1cccc(Cl)c1Cl)C(=O)c1cc(S(=O)(=O)N2CCOCC2)ccc1F
 : -13%, 23, ·, -1%, ·, ·, ·, -4%, 0%, ·, -11
21) CCc1cc(C(=O)OC)c(NC(=O)c2cc(Br)cs2)s1
 : ·, ·, 2%, ·, -6%, -4%, 7%, ·, 73%, 6%, 10
22) Cc1cc2c(C)cc(=O)[nH]c2cc1NC(=O)CCl
 : -8%, -3, ·, 3%, ·, 3%, 2%, ?, -2%, 4%, 0
23) Cc1nc(-c2cccs2)ccc1C(=O)O
 : -13%, 5, -19%, 0%, 6%, 4%, -2%, 13%, 18%, 5%, 0
24) CC(C)[C@H](NC(=O)c1ccccc1)C(=O)N1CCc2ccccc21
 : 7%, -5, 4%, -1%, -8%, 0%, -1%, 0%, 4%, 0%, 2
25) CC(O)CN(Cc1ccc(Cl)cc1)CC(C)O (stereo not drawn)
 : -9%, 19, -6%, -7%, -11%, -2%, -1%, -2%, 1%, 2%, -3
26) CCc1nc(SCC(=O)Nc2cccc3ccccc23)[nH]c(=O)c1C
 : 4%, 11, 5%, 1%, 2%, 0%, 0%, -10%, 1%, 5%, -7
27) Cc1cc(C)c2ccc(NN)nc2c1O
 : 0%, 1, -1%, 3%, 4%, 3%, -3%, 14%, -1%, 3%, -10
28) O=C1c2cccc3cccc(c23)C(=O)N1CC1CCN(CC(O)COCc2ccc3c(c2)OCO3)CC1 (stereo not drawn)
 : -5%, -3, -19%, 2%, ?, -2%, -5%, -3%, 1%, 1%, 35
29) O=C(COC(=O)c1ccc(Cl)nc1)NNC(=O)c1ccc(Cl)cc1
 : 2%, 3, ·, 2%, ·, ·, -14%, -2%, -1%, ·, -3
30) CSc1ccc(C=O)cc1
 : 17%, 2, ·, 0%, ·, ·, -6%, -1%, 11%, ·, 5
31) Cn1c(N)c(C(=O)COC(=O)CSc2ccc3ccccc3c2)c(=O)n(C)c1=O
 : -5%, 7, ?, -3%, -2%, 21%, 0%, 8%, -15%, 3%, 2
32) O=C(O)c1ccccc1Nc1ccnc(C(F)(F)F)c1
 : 7%, -9, 30%, 6%, 3%, ·, 6%, ?, 2%, -4%, 6
33) CC(O)C(NC=C1C(=O)OC(C)(C)OC1=O)C(=O)O (stereo not drawn)
 : -5%, 14, 20%, 0%, 1%, -3%, 3%, 2%, -2%, -1%, 3
34) COCc1cc(C)nc(Nc2ccccc2C)c1C#N
 : ·, ·, ?, ·, -3%, -1%, 1%, ·, 0%, 0%, 25
35) CCCCCCCCCCOC(=O)Cn1c(COc2ccc(Cl)cc2)[n+](C)c2ccccc21
 : -16%, -3, ?, ?, -9%, ·, -109%[inhibitor], -12%, ?, -2%, ?
36) O=C(COc1ccccc1)NCC(=O)N/N=C/c1ccccc1
 : -3%, 0, 17%, 2%, ·, -1%, -5%, 5%, 0%, -4%, 19
37) COc1ccc(CCNC(=O)COC(=O)/C=C/c2ccc3c(c2)OCO3)cc1OC
 : -6%, ·, ·, -1%, ·, ·, ·, 4%, 2%, ·, -15
38) O=c1oc2ccccc2c(NCCO)c1[N+](=O)[O-]
 : 3%, -5, 3%, 1%, ?, -5%, -2%, 0%, 1%, -1%, -14

Three of these compounds, reformatted.
| No. | SMILES | Eya2 inh | TSHR antag | Menin-MLL TR inh | USP2a inh | MBNL1-CUG inh | PKM2 act | Mito fusion yeast | BCR signal inh | S-ASM inh | GALK inh | hERG WT inh |
| --- | --- | --- | --- | --- | --- | --- | --- | --- | --- | --- | --- | --- |
| 33 | CC(O)C(NC=C1C(=O)OC(C)(C)OC1=O)C(=O)O (stereo not drawn) | -5% | 14 | 20% | 0% | 1% | -3% | 3% | 2% | -2% | -1% | 3 |
| 34 | COCc1cc(C)nc(Nc2ccccc2C)c1C#N | · | · | ? | · | -3% | -1% | 1% | · | 0% | 0% | 25 |
| 35 | CCCCCCCCCCOC(=O)Cn1c(COc2ccc(Cl)cc2)[n+](C)c2ccccc21 | -16% | -3 | ? | ? | -9% | · | -109%[inhibitor] | -12% | ? | -2% | ? |

This is a subset, so the mix of outcomes need not match the whole.
